TCR act = activators of T cell receptors; primary human leukocytes, anti-CD3, IL-2 HTRF, 48 h; Potency, µM (highest dose often 9.22 µM), without a hit: at the highest dose activation of IL-2 secretion, most hits filed as activators; 330,000 tested, under 10 active; AID 504894; note: % of control where 0% means no effect
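Primary human leukocytes incubated 48 hr with anti-CD3 beads plus compound, without co-stimulation. Secreted IL-2 measured by HTRF (europium cryptate/d2 anti-IL-2 pair, 320 nm excitation, 665 nm emission).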
Tb PFK block = T. brucei PFK enzyme inhibition | O15648 | T. brucei PFK, ADP-Glo luminescence | Potency, µM (doses to about 57.5 µM), without a hit: top-dose activity, negative = inhibition, usual class: inhibitors | 0.17% of 330,000 active | AID 485367;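 note: potency is the fitted concentration of half-maximal effect; 0% = uninhibited 1x PFK enzyme wells and -100% = no-enzyme wells; nearly all actives have a fitted effect of over 60% in size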
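1.25 nM PFK with 0.5 mM F6P and 0.1 mM ATP in 0.1 M TEA pH 8.0, 5 mM MgCl2, incubated 45 min at room temperature; ADP measured by ADP-Glo luminescence; compounds titrated up to 57 uM.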
Integrin act MD = activates integrin-mediated alleviation for muscular dystrophy. 0.064% of 350,000 active. alpha7betagal myoblasts, beta-gal FDG fluorescence, 48 h. AID 624291. Potency, µM (highest dose often 38.3 µM), inactives show top-dose activation, hits mostly activators;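 note: potency is the fitted concentration of half-maximal effect; 100% = response of the positive control SU9516; nearly all actives have a fitted effect of over 60% in size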
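Alpha7betagal+/- myoblasts (passage 13) were plated 16-24 hr, then exposed to compounds (1:260 dilution of DMSO stock) for 48 hours at 37C. After MPER lysis, β-galactosidase reporter activity was read as FDG fluorescence (ex 480/em 540) after 30 minutes.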
BCR signal inh = chronic active BCR signaling inhibition. ABC-DLBCL IkBa-CBG/CBR reporter, luminescence ratio, 4 h. Potency, µM (highest dose often 46.1 µM), for inactives: top-dose ratio change, negative = lower green/red ratio, usual class: inhibitors. 0.05% of 340,000 active; active = well fitted inhibition curve with a large enough effect in the signal ratio, with a control signal flat, not every such curve was filed as active; inconclusive = small, poorly fitted or top-dose-only effect, or effect the other way, or a change in a side signal; the % refers to the signal ratio;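 note: potency is the fitted concentration of half-maximal effect; plate controls were basal doxycycline-induced cells for no effect and cells given 10 µM MG132 for full effect; MG132 reads +100%, hits lower the ratio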
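TMD8 human ABC-DLBCL cells with doxycycline-inducible IκBα–green luciferase fusion and unfused red luciferase, in 0.5% FBS medium; compounds up to 46 uM, 4 h at 37C. Green/red luminescence ratio, filter-overlap corrected, fitted to concentration-response curves.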
ELG1 repair inh = ELG1-dependent DNA repair inhibition. HEK293T ELG1-luciferase reporter, luminescence, 16 h; DNA damage induced by 5-fluorouridine. Potency, µM (doses to about 46.1 µM), without a hit: top-dose activity change, negative = inhibition, hits mostly inhibitors. AID 504467. 2.3% of 330,000 active; note: potency is the fitted concentration of half-maximal effect; % is set by controls: 0 for no effect and ±100 for the full control effect; nearly all actives have a fitted effect of over 55% in size
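In this reporter screen, reduction of luminescence relative to DMSO vehicle indicated activity. Compounds and 5-fluorouridine were added together to 2,000 cells per well, incubated for 16 hr at 37 °C, then developed with ONE-Glo.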
PTAP TSG101 blk = blocks PTAP/TSG101 interaction to inhibit HIV-1 budding. Q99816. Fluorescence polarization, FITC-PTAP peptide / Tsg101 binding. Potency, µM (doses to about 115 µM), without a hit: top-dose activity change, negative = inhibition, most hits filed as inhibitors. 340,000 tested, under 10 active. AID 493005; active = well fitted inhibition curve with a large enough effect in the main read-out, with a control signal flat, not every such curve was filed as active; inconclusive = small, poorly fitted or top-dose-only effect, or effect the other way, or a change in a side signal; inactive = no such curve, though single readings can be large or run the other way; note: potency is the fitted concentration of half-maximal effect; % of control where 0% means no effect
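FP read-out: FITC-PTAP peptide, 50 nM final, binding Tsg101 binding domain, 10 uM final; 20 min, r.t.; 10 mM HEPES pH 7.5, 0.15 M NaCl, 0.01% Tween 20, 3 mM EDTA, 0.1 mM TCEP.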
ASM inhibitor = blocks human secretory acid sphingomyelinase; P17405; placental ASM, HMU-PC fluorogenic substrate, 60 min; Potency, µM (top dose mostly 57.5 µM), for inactives: at the highest dose activity change, negative = inhibition, hits mostly inhibitors; 0.006% of 340,000 active; note: potency is the fitted concentration of half-maximal effect
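Fluorogenic HMU-PC substrate (9 uM final) is turned over by placental ASM in 60 min at 37 C after a 10 min compound preincubation. Reaction ended by alkaline stop (pH 10), with fluorescence read at 386/447 nm.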
Mito fusion act = blocks mitochondrial division or promotes mitochondrial fusion | S. cerevisiae fusion-defective mutant growth rescue, CellTiterGlo 48 h | 0.23% of 320,000 active | Potency, µM (top dose mostly 46.1 µM), for inactives: top-dose growth rescue (activation), hits mostly activators;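 note: potency is the fitted concentration of half-maximal effect; % of control where 0% means no effect; nearly all actives have a fitted effect of over 45% in size; temperature-sensitive fusion mutants such as fzo1-1 at 37 °C on non-fermentable ethanol glycerol medium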
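Temperature-sensitive fusion-defective S. cerevisiae (e.g. fzo1-1, mgm1-5) were grown with compound in YPEG medium (3% ethanol, 3% glycerol) for 48 hours at 37C. Growth rescue was measured as viability by CellTiterGlo luminescence after 10 minutes at ambient.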
TSHR antag = blocks TSH signaling through the human TSH receptor. activity change, negative = inhibition, % at 11.5 µM. P16473. AID 504810. TSHR-expressing cells, TSH-stimulated cAMP HTRF, 2 h; hits give low values. 0.2% of 330,000 active;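 active = activity change below a set negative limit, meaning inhibition stronger than a set level, cut at about -70% in these data; inconclusive = activity change between two set negative limits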; note: % is set by controls: 0 for no effect and ±100 for the full control effect
Target sequence (P16473 whole entry, looked up): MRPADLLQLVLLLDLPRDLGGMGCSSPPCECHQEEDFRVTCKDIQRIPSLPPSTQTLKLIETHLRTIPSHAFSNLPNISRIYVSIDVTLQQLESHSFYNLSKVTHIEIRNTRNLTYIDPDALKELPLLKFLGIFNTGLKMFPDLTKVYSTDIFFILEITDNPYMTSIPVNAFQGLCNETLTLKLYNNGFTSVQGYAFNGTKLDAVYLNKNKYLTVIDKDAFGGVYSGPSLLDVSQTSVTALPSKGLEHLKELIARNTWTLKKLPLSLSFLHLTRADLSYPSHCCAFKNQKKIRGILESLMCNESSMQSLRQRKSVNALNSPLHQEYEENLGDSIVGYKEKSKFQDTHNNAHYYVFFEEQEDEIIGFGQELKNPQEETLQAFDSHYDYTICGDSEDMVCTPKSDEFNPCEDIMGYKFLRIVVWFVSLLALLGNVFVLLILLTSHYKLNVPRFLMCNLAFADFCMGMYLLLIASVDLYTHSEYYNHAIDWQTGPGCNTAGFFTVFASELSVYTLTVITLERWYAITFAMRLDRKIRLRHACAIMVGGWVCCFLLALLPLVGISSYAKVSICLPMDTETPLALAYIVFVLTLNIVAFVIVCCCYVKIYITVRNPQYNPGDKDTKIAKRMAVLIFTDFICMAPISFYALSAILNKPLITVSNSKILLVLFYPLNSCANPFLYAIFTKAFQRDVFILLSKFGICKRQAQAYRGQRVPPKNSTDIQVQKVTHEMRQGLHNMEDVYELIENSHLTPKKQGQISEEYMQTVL
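Antagonism was scored as loss of TSH-driven cAMP in TSHR cells, stimulated with 4nM TSH (EC80) for 2 hours at 37 deg C and detected by homogeneous HTRF competition immunoassay.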
A-T KAP1 phos = candidate therapy for ataxia-telangiectasia | […] A-T fibroblasts, KAP-1 phosphorylation AlphaLISA; neocarzinostatin DNA damage 30 min before lysis | Potency, µM (doses to about 57.5 µM), without a hit: top-dose activation, most hits filed as activators | 0.19% of 320,000 active; note: potency is the fitted concentration of half-maximal effect; % of control where 0% means no effect; nearly all actives have a fitted effect of over 45% in size
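hTERT-immortalized A-T patient fibroblasts ([…]), 500 cells/well in OPTI-MEM, 1% FBS, got compounds for 60 min, then NCS for 30 min at 37C. Lysates were then assayed for phospho-KAP-1 by AlphaLISA (anti-pKAP1 donor, anti-KAP1 acceptor beads), 6 hr at 25C.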
Eya2 inh = Eya2 (human) phosphatase inhibition. O00167. recombinant Eya2, OMFP fluorescence dephosphorylation (OMFP is methylfluorescein phosphate). Potency, µM (titrated, usually from 76.9 µM), inactives show top-dose activity, negative = inhibition, hits mostly inhibitors. 0.006% of 330,000 active; note: potency is the fitted concentration of half-maximal effect; % is set by controls: 0 for no effect and ±100 for the full control effect
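Eya2 (0.2 uM) preincubated 10 min at ambient with compound, then OMFP substrate added at 50 uM; 10 min reaction in 50 mM HEPES pH 7.5, 50 mM NaCl, 5 uM MgCl2, 0.05% BSA, 1 mM DTT. Fluorescence read at Ex 485/Em 525 nm.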
The depositor's hits bear a star; ? = inconclusive; · = not tested or not shown; [ ] = another dose, or the depositor's remark. Unless noted, calls come from the whole dose curve; as a rule, active = well fitted curve in the direction sought with a large enough effect; inconclusive = small, poorly fitted or top-dose-only effect, or another doubt; inactive = no such curve, though single readings can be large; an effect the other way counts as inactive or inconclusive.

structure	TCR act	Eya2 inh	TSHR antag	PTAP TSG101 blk	Tb PFK block	Mito fusion act	ELG1 repair inh	A-T KAP1 phos	Integrin act MD	BCR signal inh	ASM inhibitor
Cc1cc(C)c(C#N)c(SCC(=O)Nc2ccc(S(=O)(=O)Nc3onc(C)c3C)cc2)n1	-5%[46.1 µM]	3%	6	-1%	0%	-7%	6%	14%	-14%	6%	10%
O=[N+]([O-])c1cccc(-c2ccc(C(=S)N3CCOCC3)o2)c1	0%	-2%	8	-3%	-6%	3%	?	-3%	-32%[inhibitor]	1%	-10%
CCn1cc(CN2CCN(Cc3ccccc3)C(CCO)C2)c2ccccc21 (centres undefined)	-1%	-4%	-11	2%	5%	-12%	-9%	2%	13%	-4%	1%
COc1ccc(OCCC(=O)NCC23CC4CC(CC(C4)C2)C3)cc1	-8%	-14%	-1	-6%	-8%	-2%	-3%	-2%	-22%	-2%	-2%
Cn1nc(C(=O)Nc2ccc(Cl)c(S(=O)(=O)N3CCOCC3)c2)c2ccccc2c1=O	-3%	10%	-8	-3%	0%	6%	?	-4%	4%	1%	-15%
O=C(CSc1nc2ccc(Cl)cc2[nH]1)Nc1ccc2c(c1)CCC2	4%[46.1 µM]	-1%	12	-4%	-8%	17%	-2%	2%	-32%	11%	·
Cc1ccc(N2CCN(C(=S)c3ccc(N(C)C)cc3)CC2)cc1	5%	-15%	-14	-1%	-2%	?	?	-9%	-43%	-14%	2%
COc1ccc(OCCCC(=O)ON=C(N)c2ccccc2C)cc1	-11%	-2%	-9	1%	7%	7%	-1%	14%	-18%	4%	0%
Cc1ccc(C(NC(=O)NN2CCN(C)CC2)C(Cl)Cl)cc1F (centres undefined)	5%	-3%	-2	2%	-1%	1%	?	4%	-11%	14%	3%
Cc1cccc(/C=C/c2onc(C)c2S(=O)(=O)N2CCC(C(=O)N3CCCCCC3)CC2)c1	-4%	-18%	12	-8%	1%	-11%	?	-3%	-3%	5%	-3%
Cc1ccc(C(=O)c2c[nH]c(C(=O)NCCCN3CCOCC3)c2)cc1	4%	8%	-30	-4%	-1%	-1%	6%	3%	-5%	4%	-2%
COc1ccccc1C(=O)Nc1cc2ccccc2oc1=O	-4%	5%	10	1%	1%	0%	?	·	0%	-11%	1%
O=C(O)c1cccc(N2CCCCS2(=O)=O)c1	-6%	-2%	6	-2%	22%	-1%	2%	-4%	25%	?	3%
Cc1ccc(N2C(=O)N(CC(=O)Nc3cccc(Cl)c3)C(=O)C2C)cc1 (centres undefined)	-4%	12%	-1	-3%	5%	4%	15%	0%	-27%	-4%	-3%
COc1cccc(CN(C)C(=O)CCc2nnc(-c3ccsc3)o2)c1	0%	-4%	-6	-4%	-5%	-17%	?	-2%	0%	?	2%
O=C(NCCc1ccccc1)C1CCN(C2CCN(Cc3ccco3)CC2)CC1	1%	4%	-4	-6%	-6%	-3%	?	-2%	-34%	1%	2%
O=C(c1cccc(C(F)(F)F)c1)c1c[nH]c(C(=O)NCCCN2CCOCC2)c1	2%	-6%	-1	1%	8%	-1%	3%	-5%	14%	-6%	2%
CC1=C/C(=C/N(C)c2ccccc2)C(=O)S1	3%	-21%	13	-6%	10%	-6%	?	-3%	-29%	2%	8%
O=C(Cc1ccc2cccnc2c1)c1ccc(O)cc1O	-1%	-3%[15.4 µM]	3	-3%	5%	8%	?	0%	9%	-6%	-1%
COc1ccc(C)cc1N(CC(=O)Nc1cccnc1)S(=O)(=O)c1ccc(C)cc1	1%	2%	-1	-5%	-1%	5%	-19%	3%	-23%	?	0%
COc1cc(CO)c(OC)c([N+](=O)[O-])c1	1%	-3%	9	-3%	-3%	-6%	10%	-5%	14%	?	0%
Cc1cccc(N(CC(=O)NC2CCCCC2)C(=O)CCC(=O)Nc2nccs2)c1	-2%	-10%	-4	-3%	1%	-2%	10%	5%	0%	0%	1%
O=C(O)CC1c2ccccc2CCN1S(=O)(=O)c1ccc(F)cc1 (centres undefined)	-6%	-4%	15	-1%	8%	0%	?	-5%	-21%	3%	2%
Cc1ccc(NC(=O)c2nc[nH]c2C(=O)Nc2ccc(C)cc2)cc1	-6%	7%	-2	0%	-1%	0%	19%	-4%	29%	0%	2%
COc1ccc(C(=O)C2CCCN(C(=O)c3cc(C(C)C)no3)C2)cc1F (centres undefined)	4%	-3%	4	-1%	-3%	8%	-8%	10%	9%	-11%	1%
Cc1ccc(CNC(=O)c2cccc(-n3cnnn3)c2)cc1	·	5%	-1	·	-1%	-1%	3%	0%	-9%	?	4%
Cc1c(NC(=O)NC(=O)c2ccc(F)cc2)c(=O)n(-c2ccccc2)n1C	0%	7%	9	-1%	-2%	-4%	-1%	3%	-10%	1%	-3%
COc1ccccc1CCNC(=O)C1CCN(c2nnc(C)c3c(C)n(-c4ccc(C)cc4)nc23)CC1	2%	3%	-15	-1%	0%	10%	?	5%	-10%	-4%	7%
CC(=O)Nc1ccc(NC(=O)c2ccc(CSc3ccccc3)o2)cc1	-4%	3%	2	-1%	-1%	-2%	?	-5%	16%	?	-4%
O=C(Nc1ccc(Cl)cc1)Nc1ccc2c(c1)N1CCN=C1S2	-33%	-13%	-7	0%	-10%	-2%	23µM*	-2%	?	?	-4%
CC(C)C(NC(=O)c1ccco1)C(=O)OCC(=O)N1CC(=O)Nc2ccccc21 (centres undefined)	·	4%	-1	-2%	-7%	0%	2%	8%	-22%	0%	0%
O=C1N[C@@H](Cc2c[nH]c3ccccc23)COC(=O)[C@@H](Cc2ccc(F)cc2)CC/C=C/C[C@@H]1CC(=O)N(CCO)Cc1ccccc1	-6%	3%	-19	2%	0%	·	21µM*	1%	-34%	-2%	-10%
COc1ccc(-c2cc(=Nc3ccc(C)cc3)c3ccccc3o2)cc1	-6%	1%	-13	-4%	-4%	-11%	?	1%	-24%	?	-24%
CC(C)=CCN1CCC(n2nccc2NC(=O)c2ccccc2Cl)CC1	-7%	-6%	23	0%	-6%	1%	18%	-1%	2%	7%	-1%
Cn1cnnc1SCC(=O)NCCc1ccc(Cl)cc1Cl	1%	-2%	1	-1%	-3%	-8%	6%	2%	-20%	6%	4%
C=C1CCC[C@]2(C)C[C@H]3OC(=O)C(CNCC(OC)OC)[C@H]3CC12 (some centres undefined)	6%	-7%	0	-4%	1%	0%	-2%	-4%	-56%[inhibitor]	?	6%
COCCN1CCN(C(=O)c2ccc3nc(Cc4ccc(OC)c(OC)c4)oc3c2)CC1	-4%	3%	-31	-2%	2%	1%	16%	13%	-32%[inhibitor]	-9%	2%
CC(=O)C1=C(c2ccccc2)NC(=S)NC1c1cc(Cl)c(OC(C)C)c(Cl)c1 (centres undefined)	-7%[46.1 µM]	-3%	12	-3%	0%	5%	?	10%	-32%	?	-11%
O=C(c1cc2c(s1)CCC2)N1C(=O)c2ccccc2S1(=O)=O	-2%	3%	6	-8%	-3%	-1%	?	-2%	9%	0%	0%
CCSc1nc2ccccc2n1Cc1cccc([N+](=O)[O-])c1	2%	4%	1	-1%	5%	-1%	2%	-4%	-9%	?	3%
COc1cccc(OC)c1C(=O)Nc1ccc(N2CCN(C(=O)c3ccco3)CC2)cc1	-1%	-8%	-5	-3%	1%	-2%	18%	2%	-434%[inhibitor]	-5%	-2%
CCC(=O)NNc1ncnc2c1cnn2C	5%	-7%	22	0%	-1%	-2%	-16%	-7%	-7%	-9%	4%
Cc1cc(C)cc(NC(=O)CSc2nc(N)c(NC(=O)c3ccc(Br)o3)c(=O)[nH]2)c1	-19%	4%	3	-3%	0%	1%	15%	2%	0%	4%	0%
CCCC(=O)Nc1cc(-c2nc3ncccc3o2)ccc1C	2%[46.1 µM]	-2%	5	-7%	-3%	-1%	14%	3%	-2%	?	0%

Bioassay records: PubChem BioAssay, National Center for Advancing Translational Sciences (NCATS)
